Source: PubChem (several laboratories)
TRPML3 agonist – activates the human TRPML3 channel | Q8TDD5 | HEK293 TRPML3-YFP, Fluo-8 calcium fluorescence; 100% = the carbachol control signal | activation, % at 3 µM | actives 0.29% (n = 220,000) | AID 1448;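 active means activation above its plate's cutoff, the mean activation of the plate's test wells plus 3 SD, cut at about 12% in these data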;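 further: 0% = DMSO only wells and 100% = carbachol wells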
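Test system: HEK293 cells stably carrying human TRPML3-YFP; Doses: single dose, 3 µM final nominal compound, 0.3% DMSO final; Schedule: dye loading 1 h 37 °C then 30 min ambient, 125 s read; Technique: Fluo-8 calcium fluorescence; Benchmarks: high control carbachol 87 µM, low control DMSO.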
Calpain2 inh – inhibitors of pig calpain II; purified calpain II, fluorogenic peptide substrate, 30 min; inhibition, % at 16 µM; actives 0.37% (n = 220,000); AID 1236;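 active means inhibition above about 50%, limit read from the data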
Furin inhibitor – blocks human furin protease activity. purified furin, fluorogenic substrate cleavage. inhibition, % at 30 µM. actives 0.061% (n = 220,000); in the data active means inhibition above about 25%; further: inactives centre near -15
EBV gp42 inh – inhibitors of Epstein-Barr virus glycoprotein 42; Q1HVG2; Fluorescence polarization binding assay, mP read-out; inhibition, % (tested at 21.74 µM); actives 0.42% (n = 220,000); AID 1085; in the data active means inhibition above about 50%
Cl transport mod – modulators of human KCC2 chloride dependent transport; AID 1456; KCC2 cells, thallium flux FluoZin-2 fluorescence; B-score of Tl+ flux slope (higher = more flux/activation; lower = inhibition) at 10 µM; actives 2.2% (n = 190,000); Q9H2X9;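 active means thallium flux slope and its plate-corrected score both differing from the plate sample mean at a set confidence after two filtering rounds, in either direction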;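 further: slope of fluorescence scaled to starting intensity during 10 to 20 s after thallium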
Target sequence (Q9H2X9 whole entry, looked up): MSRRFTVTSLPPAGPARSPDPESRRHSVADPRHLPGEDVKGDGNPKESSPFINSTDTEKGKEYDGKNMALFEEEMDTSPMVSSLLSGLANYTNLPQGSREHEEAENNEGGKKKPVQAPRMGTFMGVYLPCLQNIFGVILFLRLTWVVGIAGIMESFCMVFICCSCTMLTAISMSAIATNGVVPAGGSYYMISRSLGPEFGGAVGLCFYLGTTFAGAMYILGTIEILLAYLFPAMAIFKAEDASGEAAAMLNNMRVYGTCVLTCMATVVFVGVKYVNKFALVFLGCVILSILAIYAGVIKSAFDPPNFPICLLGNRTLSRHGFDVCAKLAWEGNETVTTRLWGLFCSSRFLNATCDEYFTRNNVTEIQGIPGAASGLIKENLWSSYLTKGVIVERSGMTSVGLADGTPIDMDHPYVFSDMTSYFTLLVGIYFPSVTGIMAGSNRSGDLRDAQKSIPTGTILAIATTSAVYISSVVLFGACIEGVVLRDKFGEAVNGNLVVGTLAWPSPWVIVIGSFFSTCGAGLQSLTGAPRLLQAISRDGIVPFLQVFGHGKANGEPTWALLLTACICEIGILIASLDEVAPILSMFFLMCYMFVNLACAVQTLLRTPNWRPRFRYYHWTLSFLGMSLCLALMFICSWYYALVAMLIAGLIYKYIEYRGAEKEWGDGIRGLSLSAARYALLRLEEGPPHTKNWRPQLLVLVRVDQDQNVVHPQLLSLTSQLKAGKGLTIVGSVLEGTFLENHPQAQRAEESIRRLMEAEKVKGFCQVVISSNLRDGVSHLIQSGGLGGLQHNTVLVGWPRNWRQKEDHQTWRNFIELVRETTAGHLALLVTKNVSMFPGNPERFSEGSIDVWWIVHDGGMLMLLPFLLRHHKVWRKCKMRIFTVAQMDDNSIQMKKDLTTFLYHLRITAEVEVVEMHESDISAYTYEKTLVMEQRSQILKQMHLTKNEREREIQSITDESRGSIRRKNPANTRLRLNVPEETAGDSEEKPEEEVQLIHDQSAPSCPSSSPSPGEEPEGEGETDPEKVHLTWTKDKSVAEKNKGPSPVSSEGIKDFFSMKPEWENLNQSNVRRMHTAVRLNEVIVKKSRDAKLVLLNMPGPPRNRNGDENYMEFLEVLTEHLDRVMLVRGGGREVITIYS
PPC-1+TRAIL kill – compounds killing PPC-1 cancer cells with TRAIL present (potentiator screen, no TRAIL-free arm). PPC-1 cells + TRAIL, ATPLite viability luminescence. cell killing (% activity), % at 4 µM. actives 0.41% (n = 220,000). AID 1443;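 active means cell killing above 50% in the first pass at 4 µM, then a duplicate retest at 5 µM averaging 50% or more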;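 further: plate controls were cells with TRAIL plus DMSO for no effect and medium-only wells lacking cells for full effect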
TbHK1 inh – blocks Trypanosoma brucei hexokinase 1 activity; recombinant TbHK1, G6PDH-coupled NADH A340; inhibition, % at 10 µM; actives 0.11% (n = 220,000); AID 1430;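 active means inhibition of 50% or more in the single-dose primary screen; inactive means inhibition below 50%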
zfTRPN1 agonist – zebrafish TRPN1 (NompC) channel agonism; HEK293 zebrafish TRPN1-YFP, Fluo-8 calcium fluorescence; 100% = response to 87 µM carbachol; activation, % at 3 µM; actives 0.18% (n = 220,000);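 active means activation above its plate's cutoff, the mean activation of test wells on that plate plus 3 SD, cut at about 19% in these data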;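 further: 0% = DMSO alone and 100% = 87 µM carbachol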
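Control set: carbachol 87 µM as high control, DMSO as low control; system: HEK293 stable line with zebrafish TRPN1-YFP; read-out: % activation versus carbachol response; detection: intracellular calcium fluorescence with Fluo-8; doses: single test compound dose, 3 µM nominal, 0.3% DMSO; schedule: dye 1 h 37 °C plus 30 min RT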
thrombin 1536 – thrombin (human) inhibition | P00734 | alpha-thrombin, Boc-VPR-AMC fluorogenic substrate cleavage | inhibition, % at 5 µM | actives 0.26% (n = 220,000) | AID 1046;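 active means inhibition at or above 40%; inactive means inhibition below 40%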;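 further: 0% = enzyme with no compound and 100% = wells without enzyme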
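signal = AMC fluorescence, 355/460 nm | material = human alpha-thrombin enzyme | control set = enzyme without compound as high, wells lacking enzyme as low | times = reaction at room temperature | read-out basis = percent inhibition scaled between no-compound controls and no-enzyme blanks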
An asterisk follows results filed as active; x = not tested or not shown; [ ] = dose if it differs, or a comment. No enrichment for hits. About 3.6% of those tested had a hit in this group.

SMILES | TRPML3 agonist | Calpain2 inh | Furin inhibitor | EBV gp42 inh | Cl transport mod | PPC-1+TRAIL kill | TbHK1 inh | zfTRPN1 agonist | thrombin 1536
CCC(Sc1nc(C)cc(=O)[nH]1)C(=O)Nc1nc(-c2ccccc2)cs1 (centres undefined) | -0.3 | 25 | -12[20 µM] | -2 | -5.3* | 24 | -8 | 0.1 | -9
CC(=O)c1cccc(NC(=O)c2csc(-n3nc(C)cc3C(F)(F)F)n2)c1 | 0.4 | -7 | -20[20 µM] | -8 | x | 18 | -5 | 0.1 | 19
Cc1ccc(C(=O)Nc2nnc(-c3cccs3)s2)cc1C | 0.5 | -64 | -26 | -17 | x | 29 | -19 | -0.3 | 3
Cc1ccc(NC(=O)CS(=O)Cc2nc(-c3ccc(C)cc3)oc2C)cc1 (centres undefined) | 0.5 | -16 | -7 | -5 | -0.49 | 4 | -9 | 0.3 | -1
O=C(/C=C/c1ccco1)OCn1nnc2ccccc2c1=O | 1.1 | -32 | -20 | -9 | -0.69 | -3 | -15 | -0.6 | 0
CC1CCCN(C(=O)Nc2cccc(NC(=O)N3CCCC(C)C3C)c2)C1C (centres undefined) | -0.1 | 26 | -23 | 10 | -1.8 | 7 | 2 | 0.1 | -1
NC(=O)C1CC(=O)N(Cc2ccc3c(c2)OCO3)C(=Nc2ccccc2)S1 (centres undefined) | 0.1 | 1 | -20 | 6 | 2.2 | 27 | -7 | 0.1 | 3
Cc1ccc(CN2CCS(=O)(=O)CC2)o1 | 0.3 | -18 | -30 | -9 | 1.4 | 8 | -11 | -1.0 | -10
C=CCn1nnnc1-c1cccc(Cl)c1 | 0.2 | 15 | -14 | 0 | -0.93 | 16 | 4 | 0.4 | 3
S=C(Nc1ccc(Br)cc1)NC1CCCCC1 | 1.9 | 5 | -29 | -4 | -1.4 | 32 | 4 | 2.7 | -6
Cc1cccc(CN2CCN(Cc3cnn(-c4ccccc4F)c3)CC2CCO)n1 (centres undefined) | 0.9 | -23 | -17 | 0 | 0.94 | 11 | -2 | 1.5 | 2
O=C(COC(=O)[C@@H]1CCCN1S(=O)(=O)c1ccc(Cl)cc1)NCC(F)(F)F | 0.9 | 1 | -26 | -5 | 0.83 | 20 | 0 | 0.4 | -7
COc1ccc(C(=O)CSc2nc(C)cc(C)n2)cc1[N+](=O)[O-] | 0.8 | -28 | -21 | 0 | -0.39 | 15 | -9 | -0.4 | 7
COc1ccc2nc(NC(=O)c3ccoc3C)sc2c1 | 1.2 | -15 | -3[20 µM] | -5 | 0.79 | 9 | 2 | 0.8 | 5
CC(COc1ccccc1)N1CCC(CO)(CCc2ccccc2)CC1 (centres undefined) | 1.5 | 3 | -19 | -10 | 0.47 | 6 | 5 | 0.5 | -5
COc1ccc(CNC(=O)c2ccc(S(=O)(=O)N3CCCC3)cc2)cc1OC | 0.4 | 15 | -16[20 µM] | -10 | -0.37 | 0 | 1 | 0.4 | -15
COC(=O)C1=C(C)Nc2c(c(=O)n(C)c(=O)n2C)C1c1cccnc1 (centres undefined) | -0.7 | -16 | -6[20 µM] | -5 | -1.3 | 23 | -18 | 0.1 | 0
O=C(NC(=S)N(Cc1ccccc1)c1ccccn1)C1CCCCC1 | 0.3 | 0 | -10 | -15 | 0.03 | -7 | -5 | -0.2 | -9
COc1ccc(-c2noc(=O)[nH]2)cc1 | 0.7 | -6 | -15 | -9 | 0.18 | 2 | 2 | -0.1 | -5
O=C(Nc1cccc(-c2csc(Nc3ccc(Cl)cc3)n2)c1)c1cc([N+](=O)[O-])cc(C(F)(F)F)c1 | x | -59 | -21 | -14 | 0.054 | -4 | -25 | x | 4
CCCC(=O)N1CCN(Cc2ccc3c(c2)OCO3)CC1 | 0.4 | 24 | -11 | 3 | 0.9 | 7 | -2 | 0.3 | 0
CC(Sc1nnc(C(F)(F)F)n1C)C(=O)NC(N)=O (centres undefined) | 0.0 | -33 | 2[20 µM] | -46 | 0.59 | -2 | -1 | 0.2 | -4
O/N=C(\c1ccc(Cl)cc1)c1ncc(C(F)(F)F)cc1Cl | -0.4 | 17 | -18[20 µM] | -11 | -0.69 | 11 | 1 | -1.1 | -1
Cc1nc(C)c(-c2nnc(-c3ccc(C(C)(C)C)cc3)o2)cc1C(=O)NN | 1.0 | -6 | -24 | -10 | -1.2 | 1 | 2 | 1.4 | -6
CSc1ccccc1C(=O)Nc1c(C)cccc1C | 0.8 | -9 | -17 | -1 | 0.55 | 16 | -5 | -0.9 | -3

One compound at a time, as listed above. Screens in order: TRPML3 agonist | Calpain2 inh | Furin inhibitor | EBV gp42 inh | Cl transport mod | PPC-1+TRAIL kill | TbHK1 inh | zfTRPN1 agonist | thrombin 1536
O/N=C(\c1ccc(Cl)cc1)c1ncc(C(F)(F)F)cc1Cl across the screens: -0.4 | 17 | -18[20 µM] | -11 | -0.69 | 11 | 1 | -1.1 | -1
Cc1ccc(NC(=O)CS(=O)Cc2nc(-c3ccc(C)cc3)oc2C)cc1 (centres undefined) across the screens: 0.5 | -16 | -7 | -5 | -0.49 | 4 | -9 | 0.3 | -1
O=C(NC(=S)N(Cc1ccccc1)c1ccccn1)C1CCCCC1 across the screens: 0.3 | 0 | -10 | -15 | 0.03 | -7 | -5 | -0.2 | -9

(list continues)
SMILES | TRPML3 agonist | Calpain2 inh | Furin inhibitor | EBV gp42 inh | Cl transport mod | PPC-1+TRAIL kill | TbHK1 inh | zfTRPN1 agonist | thrombin 1536
Cc1c(-c2ccccc2)[n+](=O)c(-c2ccc(Br)cc2)c(C)n1[O-] | 0.6 | 3 | -22 | -12 | 0.14 | 9 | -11 | -2.4 | -5
CC1CCN(C(=S)Nc2ccc3nc4n(c(=O)c3c2)CCCCC4)CC1 | 1.3 | -8 | -28 | -2 | -0.02 | 11 | -1 | 4.1 | 4
CCOc1ccc(C(=O)Nc2ccc(-c3cc4ccccc4oc3=O)c(C)c2)cc1[N+](=O)[O-] | 1.3 | -28 | -17 | -30 | -0.85 | 5 | 9 | 1.2 | -2
CS(=O)(=O)N(CC(=O)N1CCN(Cc2ccc3c(c2)OCO3)CC1)Cc1ccc(Cl)cc1 | 2.2 | -9 | -13[20 µM] | 5 | -0.81 | 8 | -8 | 3.7 | -10
CC(=O)c1cccc(NC(=O)c2ccncc2)c1 | 0.7 | -5 | -15 | -10 | x | 18 | -5 | -0.9 | 0
CCC(CC)NC(=O)Nc1ccc(F)c(Cl)c1 | 2.8 | 9 | -32 | -12 | 0.1 | -4 | 6 | 3.6 | 3
N#Cc1ccsc1NC(=O)CN1CCN(S(=O)(=O)c2ccccc2C(F)(F)F)CC1 | 0.2 | -36 | -19 | 3 | -0.0055 | 22 | -3 | 0.6 | -8
Cc1ccc(-n2nnnc2Sc2ccc(S(=O)(=O)NCCN(C)C)cc2[N+](=O)[O-])cc1 | 0.9 | -1 | -20 | -23 | -0.037 | 20 | 1 | 2.5 | 2
COc1ccc(C(=O)NCC2CCCO2)cc1OC (centres undefined) | -0.2 | -4 | 13 | -23 | -0.8 | 5 | -3 | 0.9 | 4
Cc1cc(C)c2cc(C(=O)Nc3ccccc3)[nH]c2c1 | -0.6 | 9 | -8 | -11 | -0.12 | -5 | -9 | -0.6 | -10
Cc1ccc(N(CC(=O)NC2CCCCC2)C(=O)c2ccc(C)s2)cc1 | -1.3 | 16 | -10[20 µM] | -7 | -0.08 | 11 | 3 | -2.7 | 10
CNC(=S)N(Cc1ccc(OC)cc1)C1CC(=O)N(c2ccc(C(=O)OC)cc2)C1=O (centres undefined) | 0.3 | 10 | -17 | -9 | 1.5 | 12 | 0 | 0.0 | -9
Nc1nonc1-n1nncc1-c1ccccc1 | -0.2 | -12 | -19 | 1 | x | 14 | -4 | 0.8 | -5
COc1ccc(-c2nc(SC(CC(=O)NCc3ccccc3)c3ccc(OC)c(OC)c3)n[nH]2)cc1 (centres undefined) | -0.5 | -11 | -28 | 0 | 0.053 | 2 | -3 | -2.9 | -8
CCOC(=O)C1(C)C=C(Nc2ccc(C)cc2)C(=O)N1c1ccc(C)cc1 (centres undefined) | 0.0 | -114 | -20 | -15 | 0.018 | 3 | -7 | 1.3 | 6
CC12CCC(C(N)=O)(c3nc4ccccc4nc31)C2(C)C (centres undefined) | -0.1 | 12 | -25[20 µM] | 41 | -0.48 | 0 | -6 | -0.8 | 9
N#C/C(=C/c1ccc(CNS(=O)(=O)c2ccccc2)o1)C(N)=O | 1.1 | 1 | 11 | -1 | 0.12 | 18 | -12 | 2.4 | -2
Oc1c(C(c2ccccc2Cl)N2CCCC2)ccc2cccnc12 (centres undefined) | 0.7 | 29 | -13 | -15 | 2.9* | 14 | -1 | 0.9 | -2
CCOCCCNC(=O)C(NC(=O)C1CCC(=O)N1)c1ccc(C)cc1 (centres undefined) | 0.1 | -19 | -25 | -1 | x | -11 | -4 | 0.0 | 2
O=C(Nc1cnn(Cc2ccc(Cl)cc2Cl)c1)c1noc2c1CCCC2 | 0.0 | 33 | -9 | -4 | 0.26 | 8 | -1 | 1.2 | 2
O=S(=O)(c1ccc(Cl)cc1Cl)n1ccc2cccnc21 | 0.9 | 41 | -11 | -2 | -0.56 | 11 | 1 | -2.8 | 3
CC1(C)CC2(CCO1)OC(=O)CC2C(=O)NCc1ccccc1 (centres undefined) | 0.5 | -16 | -16 | -5 | x | 7 | 1 | 1.6 | -5
COC(=O)c1ccc(NC(=O)c2sc3nc(-c4ccccc4)cn3c2C)cc1 | 0.4 | -69 | -26 | -5 | -0.82 | 13 | -10 | 2.5 | -3
Cc1ccccc1C(=O)NC(=S)NCCC1=CCCCC1 | -1.0 | 39 | -15 | -5 | 4.4* | 13 | -2 | -0.9 | -3
COC(=O)C1=C(C)NC(=O)/C1=C\c1cc(C)n(-c2ccccc2F)c1C | 0.0 | 3 | -7 | 12 | 2.2 | -1 | 5 | 1.9 | 23
Cc1ccc(NC(=O)c2noc3c2CCC3)cc1C | -0.3 | -38 | -23 | 36 | 0.43 | 17 | 6 | -0.5 | -3

Given in markdown: 2 of the compounds above
| Molecule | TRPML3 agonist | Calpain2 inh | Furin inhibitor | EBV gp42 inh | Cl transport mod | PPC-1+TRAIL kill | TbHK1 inh | zfTRPN1 agonist | thrombin 1536 |
| --- | --- | --- | --- | --- | --- | --- | --- | --- | --- |
| N#Cc1ccsc1NC(=O)CN1CCN(S(=O)(=O)c2ccccc2C(F)(F)F)CC1 | 0.2 | -36 | -19 | 3 | -0.0055 | 22 | -3 | 0.6 | -8 |
| Cc1ccc(-n2nnnc2Sc2ccc(S(=O)(=O)NCCN(C)C)cc2[N+](=O)[O-])cc1 | 0.9 | -1 | -20 | -23 | -0.037 | 20 | 1 | 2.5 | 2 |

Structures above containing a furan ring, fused or not:
SMILES | TRPML3 agonist | Calpain2 inh | Furin inhibitor | EBV gp42 inh | Cl transport mod | PPC-1+TRAIL kill | TbHK1 inh | zfTRPN1 agonist | thrombin 1536
O=C(/C=C/c1ccco1)OCn1nnc2ccccc2c1=O | 1.1 | -32 | -20 | -9 | -0.69 | -3 | -15 | -0.6 | 0
Cc1ccc(CN2CCS(=O)(=O)CC2)o1 | 0.3 | -18 | -30 | -9 | 1.4 | 8 | -11 | -1.0 | -10
COc1ccc2nc(NC(=O)c3ccoc3C)sc2c1 | 1.2 | -15 | -3[20 µM] | -5 | 0.79 | 9 | 2 | 0.8 | 5
N#C/C(=C/c1ccc(CNS(=O)(=O)c2ccccc2)o1)C(N)=O | 1.1 | 1 | 11 | -1 | 0.12 | 18 | -12 | 2.4 | -2
